# AMA1-RON2 inh = disrupts binding of P. falciparum AMA1 to RON2 | AlphaScreen AMA1-biotinylated RON2 peptide binding | Potency, µM (doses to about 58.2 µM), for the others: top-dose activity change, negative = inhibition, most hits filed as inhibitors | actives 0.2% (n = 360,000);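 further: potency means the concentration at half of the fitted maximal effect; 0% = vehicle wells and -100% = peptide control; nearly all actives have a fitted effect of over 45% in size; some results filed as inactive show a strong effect at the top dose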
#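 AMA1 (3D7) with his tag at 25 nM final met compounds first, then biotinylated RON2 peptide at 25 nM; detection used donor plus acceptor beads, 10 µg/mL apiece, read by AlphaScreen after 30 min at room temperature.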
# HCMV inh = blocks human cytomegalovirus replication; activity change, negative = inhibition, % at 57.5 µM; AID 1259415; HFF cells, HCMV-luciferase reporter, 72 h; stronger effect = lower value; actives 4.5% (n = 410,000); in the data active means activity change below about -60%; inconclusive means no clear call, values can overlap the other calls; inactive means above about -39%
#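 Inhibition of viral replication was scored as loss of reporter luminescence in HFFs infected with HCMV-luciferase (MOI 1 PFU/cell) for 72 h; compounds tested at 2 doses, normalized to buffer and Salinomycin controls.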
# Tb PYK inh = blocks Trypanosoma brucei pyruvate kinase | Q57TT1 | TbPYK enzyme, Kinase-Glo Plus ATP luminescence, 45 min | Potency, µM (titrated, usually from 76.8 µM), inactives show top-dose activity, negative = inhibition, hits mostly inhibitors | actives 0.12% (n = 410,000) | AID 624173; further: potency means the concentration at half of the fitted maximal effect; nearly all actives have a fitted effect of over 50% in size
#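 Quantitative HTS: titrated library compounds versus trypanosomal pyruvate kinase in TEA buffer (pH 7.2) containing KCl, MgCl2, BSA and Tween-20. Reactions were initiated with ADP, 130 uM final. Kinase-Glo Plus luminescence was read after 45 min at RT.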
# * marks the source's active call; other numbers are inactive results; ? = inconclusive; nt = not tested or not shown; [ ] = remark or other dose. Unless noted, the call rests on the fitted dose curve; in most records, active means well fitted curve in the direction sought with a large enough effect; inconclusive means small, poorly fitted or top-dose-only effect, or another doubt; inactive means no such curve, though single readings can be large; an effect the other way counts as inactive or inconclusive. Unless noted, on the % scale 0 is the no-effect control and ±100 the full control effect. A portion of the library; count on the stated rates, not on these rows.
SMILES	AMA1-RON2 inh	HCMV inh	Tb PYK inh
Cc1ccc(C2C=CC(C#N)=CN2Cc2ccccc2)cc1 (stereo not drawn)	-26%	nt	-2%
CCCS(=O)(=O)NC(=O)C1(C)CCN(C(=O)c2ccc(OC)cc2)C1 (stereo not drawn)	6%	nt	-6%
O=S(=O)(Nc1ccc(C(O)(C(F)(F)F)C(F)(F)F)cc1)c1ccc(Cl)c2nonc12	-3%	nt	0%
COc1cccc(Nc2nc(NCCO)nc(N3CCCC3)n2)c1	nt	79	-2%
CC(=O)Oc1ccccc1C(=O)Nc1ccccc1	nt	-17	-2%
Cc1cccc(C)c1NC(=O)CN1CCCC1=O	nt	9	-3%
CC(=O)c1ccc(N2CCN(S(=O)(=O)c3ccc4c(c3)CCC(=O)N4)CC2)cc1	nt	35	-3%
O=C(O)c1ccc(-c2noc(-c3ccccc3F)n2)cc1	nt	44	-26%
Cc1ccc(S(=O)(=O)N2CCN(c3nc(-c4cccs4)nc4ccccc34)CC2)cc1	nt	-10	-7%
CCOC(=O)c1c(N)sc2c1CCN(Cc1ccccc1)C2	nt	-23	3%
Cc1ccccc1CN1C(=O)[C@@H]2Cc3c([nH]c4ccccc34)C(C)(C)N2C1=O	nt	-4	6%
CC(=O)NCCCNC(=S)NCCCN(Cc1ccc(Cl)cc1)c1ccc(Br)cn1	nt	-24	-2%

# Following part:
SMILES	AMA1-RON2 inh	HCMV inh	Tb PYK inh
CC(=O)[C@@]1(O)Cc2c(O)c3c(c(O)c2[C@H](O[C@H]2C[C@H](N)[C@H](O)[C@H](C)O2)C1)C(=O)c1ccccc1C3=O	nt	-99*	-3%
CC(C)CN1CCN(C(=O)COC(=O)c2ccc(S(C)(=O)=O)c([N+](=O)[O-])c2)CC1	nt	35	0%
CC(=O)C1(O)CCC2C3CC(C)C4=CC(=O)CCC4(C)C3CCC21C (stereo not drawn)	nt	-16	0%
COc1ccc(Cc2cnc(N)nc2N)cc1OC	nt	-2	1%
CCOC(=O)c1ccc(-c2ccc3ncnc(N(C)Cc4sccc4C)c3c2)o1	nt	42	1%
O=C(O)c1ccc(-c2noc(-c3ccc(F)cc3)n2)cc1	nt	14	-12%
CCCCCCCCCCCC(=O)OCC(O)CO (stereo not drawn)	nt	-2	1%
O=C1C2CC=CCC2C(=O)N1SC(Cl)(Cl)Cl (stereo not drawn)	nt	-74*	?
C[C@H](N)[C@H](O)c1cccc(O)c1	nt	23	5%[33.2 µM]
CC(C)(C)n1nc(Cc2cccc3ccccc23)c(C#N)c1N	nt	-38	4%
COc1cc(OC)cc(OC)c1	nt	?	-4%
CC1(C)c2[nH]c3ccccc3c2C[C@@H]2C(=O)N(Cc3ccco3)C(=O)N21	nt	-2	4%

# Part of the list above with just HCMV inh:
smiles	HCMV inh
O=C(O)c1ccc(-c2noc(-c3ccc(F)cc3)n2)cc1	14
CCCCCCCCCCCC(=O)OCC(O)CO (stereo not drawn)	-2
O=C1C2CC=CCC2C(=O)N1SC(Cl)(Cl)Cl (stereo not drawn)	-74*
C[C@H](N)[C@H](O)c1cccc(O)c1	23

# Additional results follow:
SMILES	AMA1-RON2 inh	HCMV inh	Tb PYK inh
NC(=O)c1ccccc1Nc1nc(NCCO)nc(N2CCCC2)n1	nt	6	-4%
CS(=O)(=O)c1ccc(C(=O)OCC(=O)N2CCN(CCC3CCCCC3)CC2)cc1[N+](=O)[O-]	nt	-103*	-16%
CC(=O)N(C)CC#CCN1CCCC(CO)C1 (stereo not drawn)	nt	-61*	-1%
COc1ccc(CNc2ccc(N3CCN(C(C)=O)CC3)cc2)cc1OC	nt	-38	-8%
COc1ccccc1Nc1nc(NCCO)nc(N2CCCC2)n1	nt	20	0%
CC(O)CN(CCN(CC(C)O)CC(C)O)CC(C)O (stereo not drawn)	nt	-8	-8%
OCCNc1nc(Nc2ccccc2Oc2ccccc2)nc(N2CCCC2)n1	nt	46	2%
CC1=C(C(=O)OCCN(Cc2ccccc2)c2ccccc2)C(c2cccc([N+](=O)[O-])c2)C(P2(=O)OCC(C)(C)CO2)=C(C)N1 (stereo not drawn)	nt	-20	0%
CC(C)c1c(C(=O)Nc2ccccc2)c(-c2ccccc2)c(-c2ccc(F)cc2)n1CC[C@@H](O)C[C@@H](O)CC(=O)O	nt	-67*	3%
CCOC(=O)CCc1cnccc1-c1cccc(OC)c1O	nt	-11	-2%
COc1ccc(C(=O)c2c(C)n(CCN3CCOCC3)c3ccccc23)cc1	nt	-22	3%
c1ccc(CCNc2nc(-c3ccccc3)cs2)cc1	nt	48	-8%

# Later entries.
SMILES	AMA1-RON2 inh	HCMV inh	Tb PYK inh
Cc1cccc(Nc2nc(NCCO)nc(N3CCCC3)n2)c1	nt	3	-5%
COc1ccc(CC2NCCC3=CC(=O)CCC32)cc1O (stereo not drawn)	nt	7	2%
COc1ccc(CN2C(=O)[C@H]3Cc4c([nH]c5ccccc45)C(C)(C)N3C2=O)cc1	nt	-3	1%
CC/C=C\C/C=C\C/C=C\C/C=C\C/C=C\C/C=C\CCC(=O)O	nt	18	1%
CCOC(=O)n1ccn(C)c1=S	nt	7	6%[33.2 µM]
CSc1ncc(CNc2cc([N+](=O)[O-])ccc2C)c(N)n1	nt	-12	-5%
CC(C)(C)[C@H](NC(=O)c1ccc(N)c(Cl)c1)C(=O)N1CCC[C@H]1C(=O)N[C@H](C#N)CC(=O)O	nt	-15	1%
CCCN(CCC)CCc1c[nH]c2ccccc12	nt	?	3%[157 µM]
CCOC(=O)c1sc(SCc2ccccc2)c2c1CC(C)(C)CC2=O	nt	1	-4%
O=C1CCc2cc(S(=O)(=O)Nc3cccc(Cl)c3)ccc2N1	nt	13	4%
CNCC(O)c1cc(OCc2ccccc2)c(OCc2ccccc2)cc1F (stereo not drawn)	nt	-30	-12%
Cc1ccc(CN2C(=O)[C@@H]3Cc4c([nH]c5ccccc45)C(C)(C)N3C2=O)cc1	nt	?	2%

# Record cards, from the list above. Order of values: AMA1-RON2 inh, HCMV inh, Tb PYK inh
# `CCCN(CCC)CCc1c[nH]c2ccccc12` is entered as nt, ?, 3%[157 µM]
# `CCOC(=O)n1ccn(C)c1=S` is entered as nt, 7, 6%[33.2 µM]
# `CCOC(=O)c1sc(SCc2ccccc2)c2c1CC(C)(C)CC2=O` is entered as nt, 1, -4%
# `Cc1cccc(Nc2nc(NCCO)nc(N3CCCC3)n2)c1` is entered as nt, 3, -5%

# (more compounds)
SMILES	AMA1-RON2 inh	HCMV inh	Tb PYK inh
CCCOc1ccc(Cl)cc1Nc1nc(NCCO)nc(N2CCCC2)n1	nt	15	4%
COc1ccc(C(O)CNC(C)C)c(F)c1OC (stereo not drawn)	nt	-14	6%
Cc1cc(O)ccc1Cl	nt	32	6%
Oc1ccc(Cl)cc1Nc1nc(NCC2CCCO2)c2ccccc2n1 (stereo not drawn)	nt	-13	-3%
Cc1c(C(=O)NN2CCCCC2)nn(-c2ccc(Cl)cc2Cl)c1-c1ccc(Cl)cc1	nt	?	-5%
COc1cccc(CN2C(=O)[C@H]3Cc4c([nH]c5ccccc45)C(C)(C)N3C2=O)c1	nt	-19	-3%
COc1ccccc1Nc1nc(N2CCCC2)nc(N2CCOCC2)n1	nt	4	-2%
COc1cc(C(O)CNC(C)C)cc(F)c1OC (stereo not drawn)	nt	-21	-2%
CC(C)NCC(O)c1ccccc1Cl (stereo not drawn)	nt	15	-7%
Nc1ccc(S(=O)(=O)Nc2ccccc2)cc1	nt	-2	1%
O=C(O)c1ccc(-c2noc(-c3ccccc3C(F)(F)F)n2)cc1	nt	64	-3%
CCOC(=O)[C@]12CCCC=C1N(Cc1ccccc1)C(=O)[C@H](CC(=O)N1CCC(c3ccccc3)CC1)C2	-20%	39	nt

# Additional entries.
SMILES	AMA1-RON2 inh	HCMV inh	Tb PYK inh
CCCCN1C(=O)C(CC(=O)NCC2CCCCC2)CC(C(=O)N2CCCCCC2)=C1C (stereo not drawn)	17%	-9	nt
CC(=O)N1c2ccccc2N=C(c2ccc(C(F)(F)F)cc2)C1C(=O)NC(C)C (stereo not drawn)	-2%	153	nt
O=c1c(-c2ccco2)nc2ccccc2n1C(c1ccccn1)c1nc2ccccc2[nH]1 (stereo not drawn)	56%[activator]	48	nt
O=C(NC1CCCC1)C(c1ccc(F)cc1)N1CCC(O)(c2ccc(Cl)cc2)CC1 (stereo not drawn)	-3%	19	nt
Cc1cccc(C)c1N1C(=O)c2ccccc2NC(=O)C1C(=O)Nc1ccc(N2CCOCC2)cc1 (stereo not drawn)	13%	8	nt
COc1cc(C(=O)C(=O)N2CCN(c3ccccc3)CC2)cc2ccccc12	-18%	-2	nt
COC(=O)C[C@H]1C=C[C@H](NC(=O)Nc2ccccc2F)[C@@H](CO)O1	3%	-4	nt
CC(C)(C)NC(=O)C(c1ccccc1)n1c(=O)c(-c2ccco2)nc2ccccc21 (stereo not drawn)	-2%	28	nt
COc1ccc(C2=Nc3ccccc3N(C(=O)c3ccc(C)cc3)C2C(=O)NCc2ccccc2)cc1 (stereo not drawn)	6%	-12	nt
CN(Cc1ccc(Cl)c(Cl)c1)C(C(=O)NCc1ccccc1)c1ccco1 (stereo not drawn)	-12%	-32	nt
O=C(NC1CCCCC1)C(C1CC1)n1c(=O)c(-c2cc3ccccc3[nH]2)nc2ccccc21 (stereo not drawn)	68%[activator]	51	nt
COc1ccc(CNC(=O)C[C@@H]2C=C[C@@H](NS(=O)(=O)c3cccc(OC)c3)[C@@H](CO)O2)cc1	-8%	-37	nt

# Filtered by structure, those above with a furan ring, fused or not (5)
SMILES	AMA1-RON2 inh	HCMV inh	Tb PYK inh
CCOC(=O)c1ccc(-c2ccc3ncnc(N(C)Cc4sccc4C)c3c2)o1	nt	42	1%
CC1(C)c2[nH]c3ccccc3c2C[C@@H]2C(=O)N(Cc3ccco3)C(=O)N21	nt	-2	4%
O=c1c(-c2ccco2)nc2ccccc2n1C(c1ccccn1)c1nc2ccccc2[nH]1 (stereo not drawn)	56%[activator]	48	nt
CC(C)(C)NC(=O)C(c1ccccc1)n1c(=O)c(-c2ccco2)nc2ccccc21 (stereo not drawn)	-2%	28	nt
CN(Cc1ccc(Cl)c(Cl)c1)C(C(=O)NCc1ccccc1)c1ccco1 (stereo not drawn)	-12%	-32	nt

# Additional results.
SMILES	AMA1-RON2 inh	HCMV inh	Tb PYK inh
COC(=O)[C@@]12C[C@@H](CC(=O)N3CCN(C(=O)c4ccco4)CC3)C(=O)N(Cc3ccc4c(c3)OCO4)C1=CCC(C)(C)C2	0%	-3	nt
FC(F)(F)c1cccc(-c2nc3ccccc3n2C(c2ccccc2)c2nc3ccccc3[nH]2)c1 (stereo not drawn)	43%[activator]	35	nt
COC(=O)[C@@]12C[C@@H](CC(=O)N3CCCCC3)C(=O)N(CCc3ccc(OC)c(OC)c3)C1=CCC(C)(C)C2	-6%	66	nt
c1ccc(N2[C@@H]3CC[C@H]2c2ccncc2C3)cc1	-6%	48	nt
O=C(NC1CCCCC1)C(c1ccc(-c2ccccc2)cc1)n1c(=O)c(-c2ccco2)nc2ccccc21 (stereo not drawn)	16%	14	nt

# Quoted at random: 3 entries already listed, in no set order.
SMILES	AMA1-RON2 inh	HCMV inh	Tb PYK inh
COc1cccc(CN2C(=O)[C@H]3Cc4c([nH]c5ccccc45)C(C)(C)N3C2=O)c1	nt	-19	-3%
c1ccc(N2[C@@H]3CC[C@H]2c2ccncc2C3)cc1	-6%	48	nt
COC(=O)[C@@]12C[C@@H](CC(=O)N3CCN(C(=O)c4ccco4)CC3)C(=O)N(Cc3ccc4c(c3)OCO4)C1=CCC(C)(C)C2	0%	-3	nt
